Gal4-VP16 FLuc – VP16 counterscreen qHTS for inhibitors of ROR gamma transcriptional activity; Potency, µM (series often up to 53.6 µM), for inactives: at the highest dose activity, negative = inhibition, usual class: inhibitors; Drosophila S2 Gal4-VP16 UAS-luciferase, luminescence, 20 h; hit rate 3.5% among 310,000; AID 2546, 2010;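 note: Gal4-VP16 expression switched on by copper sulfate through the metallothionein promoter; potency is the fitted concentration of half-maximal effect; % is set by controls: 0 for no effect and ±100 for the full control effect; nearly all actives have a fitted effect of over 50% in size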
PKM2 activator – qHTS Assay for Activators of Human Muscle isoform 2 Pyruvate Kinase; Pyruvate kinase PKM (Homo sapiens), P14618; purified PKM2, Kinase-Glo ATP luminescence, activation; response scale: 0% is enzyme alone, no compound; Potency, µM (doses to about 57.5 µM), for inactives: at the highest dose activation, usual class: activators; hit rate 0.34% among 260,000; AID 1631, 2009; note: potency is the fitted concentration of half-maximal effect; % is set by controls: 0 for no effect and ±100 for the full control effect; nearly all actives have a fitted effect of over 55% in size
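Kinase-Glo luminescence reports ATP generated from ADP (0.1 mM) and PEP (0.5 mM) by purified hPK-M2 after 1 h at room temperature, pH 7.2 imidazole buffer; intermediate enzyme activity allows detecting inhibitors and activators.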
Giardia killer – Small Molecules that selectively kill Giardia lamblia: qHTS; Giardia lamblia trophozoite viability; activity change, % at 7.66 µM, hits read low; hit rate 0.15% among 340,000; AID 540267, 2011; in the data active = activity change below about -80%; inconclusive = between about -30% and that limit;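 note: parasites exposed to compound for two days anaerobically before the ATP read; % is set by controls: 0 for no effect and ±100 for the full control effect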
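Viability, read as ATP luminescence: trophozoites at 100 cells/well, compound added, 48 hrs anaerobic at 37 deg C, then 15-30 min room-temperature development before reading.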
FLuc counter – qHTS profiling assay for firefly luciferase inhibitor/activator using purifed enzyme and Km concentrations of substrates (counterscreen for miR-21 project); Luciferin 4-monooxygenase (Photinus pyralis), P08659; purified FLuc, Km substrates, luminescence inhibition; Potency, µM (highest dose often 57.5 µM), for inactives: at the top dose activity change, negative = inhibition, actives largely listed as inhibitors; hit rate 6.9% among 360,000; AID 588342, 2011;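 note: potency is the fitted concentration of half-maximal effect; plate controls were vehicle for no effect and reference inhibitor for full effect; nearly all actives have a fitted effect of over 55% in size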
Target sequence (P08659 whole entry, looked up): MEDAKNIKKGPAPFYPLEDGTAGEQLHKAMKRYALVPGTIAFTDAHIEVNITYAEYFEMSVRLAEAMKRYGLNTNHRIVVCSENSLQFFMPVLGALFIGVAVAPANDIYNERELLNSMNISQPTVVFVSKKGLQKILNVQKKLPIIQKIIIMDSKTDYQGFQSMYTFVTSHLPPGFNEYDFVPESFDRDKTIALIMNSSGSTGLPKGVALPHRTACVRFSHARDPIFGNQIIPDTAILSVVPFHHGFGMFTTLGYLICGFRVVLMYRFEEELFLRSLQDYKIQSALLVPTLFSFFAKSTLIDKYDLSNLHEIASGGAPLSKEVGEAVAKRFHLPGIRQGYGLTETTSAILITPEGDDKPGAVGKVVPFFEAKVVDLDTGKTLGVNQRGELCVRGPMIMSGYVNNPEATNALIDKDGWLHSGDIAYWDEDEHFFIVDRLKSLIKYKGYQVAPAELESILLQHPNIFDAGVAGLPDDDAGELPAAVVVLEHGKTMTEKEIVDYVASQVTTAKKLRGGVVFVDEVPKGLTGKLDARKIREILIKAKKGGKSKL
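Biochemical qHTS of compounds, final roughly 60 µM downward over six points, against 10 nM purified firefly luciferase using Km concentrations of substrates (10 uM D-luciferin, 10 uM ATP) in Tris acetate pH 7.5 buffer; luminescence output.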
ELG1 genotox – qHTS screen for small molecules that induce genotoxicity in human embryonic kidney (HEK293T) cells expressing luciferase-tagged ELG1; Potency, µM (titrated, usually from 46 µM), inactives show top-dose activity change, positive = activation, usual class: activators; HEK293T ELG1-luciferase reporter, luminescence, 16 h; hit rate 1.3% among 330,000; note: potency is the fitted concentration of half-maximal effect; % of control where 0% means no effect; nearly all actives have a fitted effect of over 60% in size
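DMSO vehicle served as control against compound-treated ELG1-luciferase HEK293T cells; exposure lasted 16 hr at 37 °C and 5% CO2, followed by ONE-Glo luminescence detection after 30 min.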
p53 reactivator – qHTS assay for re-activators of p53 using a Luc reporter; Potency, µM (top dose mostly 92.2 µM), for inactives: at the highest dose activity change, positive = activation, actives largely listed as activators; hit rate 0.063% among 320,000; AID 504706, 2011; H1299 p53-A138V BP100-luciferase reporter, luminescence, 24 h; note: potency is the fitted concentration of half-maximal effect; % of control where 0% means no effect; nearly all actives have a fitted effect of over 45% in size
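p53-null H1299 cells stably carrying temperature-sensitive p53-A138V and a BP100-luciferase reporter were pinned with compounds (4-point, 1:5 series) and held 24 hrs at 37 deg C. Luminescence was read 10 min after detection reagent.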
Menin-MLL TR inh – qHTS Assay for Inhibitors Targeting the Menin-MLL Interaction in MLL Related Leukemias: Competition With Texas Red Labeled MLL-derived Mutant Peptide. AID 1768, 2009. Potency, µM (top dose mostly 61.6 µM), for the others: at the highest dose FP activity change, negative = inhibition, usual class: inhibitors. hit rate 0.23% among 270,000. O00255. Menin + Texas Red MLL mutant peptide, fluorescence polarization; active = well fitted inhibition curve with a large enough effect in the polarisation, with a control signal flat, not every such curve was filed as active; inconclusive = small, poorly fitted or top-dose-only effect, or effect the other way, or a change in a side signal; inactive = no such curve, though single readings can be large or run the other way; the % refers to the polarisation; note: potency is the fitted concentration of half-maximal effect; % of control where 0% means no effect; many of its hits are not listed in these tables
RORg inh – qHTS for inhibitors of ROR gamma transcriptional activity; Drosophila S2 Gal4-RORgamma UAS-luciferase reporter, 20 h; Potency, µM (series often up to 53.6 µM), for inactives: top-dose activity change, negative = inhibition, usual class: inhibitors; hit rate 5.4% among 310,000; AID 2551, 2010; note: potency is the fitted concentration of half-maximal effect; % is set by controls: 0 for no effect and ±100 for the full control effect; nearly all actives have a fitted effect of over 60% in size
Target sequence (P51450 whole entry, looked up, the tested form may be a part): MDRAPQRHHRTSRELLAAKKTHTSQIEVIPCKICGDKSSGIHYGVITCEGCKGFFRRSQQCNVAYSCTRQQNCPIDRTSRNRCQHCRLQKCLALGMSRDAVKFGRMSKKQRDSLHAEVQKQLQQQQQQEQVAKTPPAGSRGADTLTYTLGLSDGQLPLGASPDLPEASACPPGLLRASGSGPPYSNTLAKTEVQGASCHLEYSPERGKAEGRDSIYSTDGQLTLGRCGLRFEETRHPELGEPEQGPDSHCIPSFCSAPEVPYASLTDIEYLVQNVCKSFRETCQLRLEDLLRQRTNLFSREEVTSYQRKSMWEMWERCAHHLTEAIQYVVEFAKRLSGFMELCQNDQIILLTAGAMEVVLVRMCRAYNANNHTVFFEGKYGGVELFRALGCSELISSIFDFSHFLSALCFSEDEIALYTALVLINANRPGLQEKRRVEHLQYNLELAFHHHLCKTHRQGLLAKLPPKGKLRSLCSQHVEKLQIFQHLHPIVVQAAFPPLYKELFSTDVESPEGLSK
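Compounds are pin-transferred onto Drosophila Schneider cells expressing a copper-inducible Gal4–ROR gamma transactivation domain fusion. After 1 hr, copper sulfate is added to 700 uM final; luciferase is read 20 hr later.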
BRCA1 expr act – qHTS Assay to Identify Small Molecule Activators of BRCA1 Expression. MCF7-BRCA1-FFLuc reporter, luminescence, 48 h; response scale: scaled: vehicle 0%, 10 µM genistein 100%. Potency, µM (top dose mostly 46.1 µM), for the others: at the highest dose activation, most hits filed as activators. hit rate 1.1% among 380,000. AID 624202, 2012; note: potency is the fitted concentration of half-maximal effect; nearly all actives have a fitted effect of over 80% in size; some results filed as inactive show a strong effect at the top dose
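MCF7 cells carrying a BRCA1-firefly luciferase reporter (2000 cells/well, phenol-red free MEM) were attached for 2 h at 37 °C, then given compounds for 48 h. Luminescence was read 15 min after luciferase reagent; activity normalized to genistein (10 microM) and DMSO.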
NPC1 promoter act – qHTS Assay for NPC1 Promoter Activators; Potency, µM (highest dose often 9.22 µM), inactives show at the top dose activation, most hits filed as activators; Huh7 NPC1 promoter luciferase reporter, 24 h; hit rate 2.4% among 320,000;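 note: potency is the fitted concentration of half-maximal effect; % of control where 0% means no effect; nearly all actives have a fitted effect of over 60% in size; reporter is driven by a mutant NPC1 promoter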
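In 1536-well qHTS, Huh7 cells harboring an NPC1 promoter–luciferase construct received compound for 24 h; activation was quantified by luminescence following luciferase reagent addition.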
Rab9 promoter act – qHTS Assay for Rab9 Promoter Activators; Huh7 Rab9 promoter-luciferase reporter, luminescence, 24 h; Potency, µM (top dose mostly 9.22 µM), without a hit: top-dose activation, negative = inhibition, most hits filed as activators; hit rate 2.8% among 320,000; AID 485297, 2010; note: potency is the fitted concentration of half-maximal effect; % of control where 0% means no effect; nearly all actives have a fitted effect of over 60% in size
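Luminescence from Amplite-detected luciferase (10 minutes, ambient) reports Rab9 promoter activation. Before that, stable Rab9-luciferase Huh7 cells (1500/well, reduced-serum OP-MEM I plus 10% FBS) were exposed to compound for 24 hours at 37C.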
Numbers without * were called inactive; u = inconclusive; x = not tested or not shown; & = joins results of further samples; [ ] = another dose, or the depositor's remark. Unless noted, calls come from the whole dose curve; as a rule, active = well fitted curve in the direction sought with a large enough effect; inconclusive = small, poorly fitted or top-dose-only effect, or another doubt; inactive = no such curve, though single readings can be large; an effect the other way counts as inactive or inconclusive. A portion of the library. The share of hits here may be higher or lower than overall.

Molecule,Gal4-VP16 FLuc,PKM2 activator,Giardia killer,FLuc counter,ELG1 genotox,p53 reactivator,Menin-MLL TR inh,RORg inh,BRCA1 expr act,NPC1 promoter act,Rab9 promoter act
CCOC(=O)N1CCN(c2nc(-c3ccc(Cl)cc3)cs2)CC1,x,3%,2,17µM*,u,-15%,-4%,-29%[0.365 µM],1%,3%,7%
Cc1ccc(-n2ncc3c2CC(C)(C)CC3NC(=O)CN2CCCC2=O)cc1 (configuration not stated),2%,1%,1,6%,-2%,-17%,x,1%,-1%,-3%,-4%
CC(C(=O)Nc1ncccn1)(c1ccccc1)c1ccccc1,9%,0%,7,-2%,1%,-3%,-14%,-14%,1%,0%,-7%
CSc1nnc(SCC(=O)N(C)c2c(N)n(Cc3ccccc3)c(=O)[nH]c2=O)s1,x,x,3,0%,3%,2%,x,x,-4%,-3%,-1%
Cc1ccccc1NC(=O)Cn1nc(-c2ccc(Cl)s2)ccc1=O,-3%,1%,19,6%,u,-11%,19%,0%,1%,0%,3%
CCOc1ccc(NCC2CCOC(C)(C)C2)cc1 (configuration not stated),-6%,-7%,7,-10%,0%,6%,9%,14%,8%,-5%,9%
O=S(=O)(c1ccc(SCCO)nc1)N1CCOCC1,x,x,6,4%,1%,9%,x,x,3%,-12%,-11%
COc1cccc(C(C)NC(=S)NCc2ccc(Cl)cc2)c1 (configuration not stated),u,2%,-15,-1%,-4%,-3%,24%,6.3µM*,-14%,-5%,-1%
Cc1nc2ccc(NC(=O)c3cccs3)cc2s1,28%,1%,-5,17µM*,u,u,-10%,u,6.3µM*,3.5µM*,2.5µM*
CN(C(=O)COC(=O)c1ccc(Cl)cc1N)C1CCCCC1,27%,x,1,-14%,3%,18%,u,u,u,18%,u
CC(C)NC(=O)C1CCN(C2CCN(C(=O)Cc3ccc4c(c3)OCO4)CC2)CC1,-8%,1%,4,0%,1%,2%,4%,-21%,8%,1%,0%
CN(C)c1ccnc(Oc2ccc(C(C)(C)C)cc2)c1C#N,8%,4%,6,u,4%,1%,16%,u,30%,10%,25%
Cc1ccc(SCc2c(C(=O)N/N=C/c3cccnc3)nnn2-c2nonc2N)cc1,-8%,-4%[0.46 µM],-24,-2%,-6%,-3%,31%[activator],28%,-12%,-4%,-2%
Nc1cc(Cl)ccc1C(=O)OCC(=O)NC1CCS(=O)(=O)C1 (configuration not stated),-2%,-4%,13,0%,0%,3%,-18%,6%,-38%,3%,3%
O=C(CCc1c[nH]c2ccccc12)NC(Cc1c[nH]c2ccccc12)C(=O)O (configuration not stated),-12%,x,4,-6%,-1%,0%,33%[activator],34%,-1%,1%,-2%
CC(C)CC1NC(=O)N(Cc2cc(=O)n3ccsc3n2)C1=O (configuration not stated),2%,2%,6,0%,0%,2%,26%,1%,-9%,-3%,-13%
O=C(CN(C1CCCCC1)S(=O)(=O)c1ccc(Br)cc1)NCc1cccnc1,15%,0%,-7,0%,-6%,0%,-13%,u,-11%,2%,-7%
O=C(O)CCCCn1c(SCc2cc(=O)n3cc(Cl)ccc3n2)nc2ccsc2c1=O,-2%,2%,9,1%,-1%,-3%,-1%,27%,-22%,-3%,-5%
CN(CC(=O)Nc1ccccc1Br)C(=O)c1cc([N+](=O)[O-])ccc1N1CCOCC1,x,x,-11,9%,2%,-1%,x,x,-27%,-4%,-2%
COc1cc(CCCN2C(=S)NC[C@@H]2CCCCN)cc(OC)c1OC,2%,0%,4,-2%,5%,-2%,15%,14%,10%,0%,1%
O=C(NC1CCCCCC1)C(=O)NC1CC1,-8%,-6%[11.5 µM],14,-8%,1%,-4%,8%,-5%,44%,12%,15%
CCOC(=O)c1cccnc1SCC(=O)N(CC)c1cccc(C)c1,13%,3%,-1,0%&1%,-3%,-4%,u,-18%,-17%,-1%,3%
Cc1ccccc1C(=O)Nc1cccc(-c2ccc(N3CCOCC3)nn2)c1,x,x,-10,2.1µM*,u,10%,x,x,14µM*,u,3.2µM*
CCOc1ccc(S(=O)(=O)Nc2cccc(C(=O)N(C)CC(=O)Nc3cccc(OC)c3)c2)cc1,x,x,-5,0%,-1%,2%,x,x,-13%,0%,-2%
CC(C)(C)NC(=O)CSc1nncn1NCc1ccccc1,-3%,2%,-8,-2%,-2%,0%,5%,25%,-9%,1%,-7%
CCOC(=O)c1ccc(N/C=C/C(=O)C(C)(C)C)cc1,u,-4%,25,3µM*,u,u,u,u,u,3.5µM*,3.5µM*
CCNC(=S)NNC(=O)CC(C)C,7%,0%,-7,2%,1%,-2%,-7%,-12%,-4%,-3%,-6%
COc1ccc2nc(NC(=O)C34CC5CC(CC(NC(C)=O)(C5)C3)C4)sc2c1,2%,0%,u,u,2%,-8%,x,35%,81%,u,u
Cn1nc(-c2ccccc2)cc1NC(=O)c1ccc(Cl)cc1,x,x,u,-14%,-6%,-8%,x,x,0%,8%,0%
Oc1ccc(/C=N/N2CCN(C3c4ccccc4-c4ccccc43)CC2)c(O)c1,-20%,-2%,-19,-1%,-2%,11%,u,5%,-30%,-1%,-4%
CN1CCSc2ccc(C(=O)Nc3cc(F)ccc3F)cc21,-11%,0%,31[activator],2.1µM*,2.6µM*,u,x,-16%,13µM*,1.3µM*,0.89µM*
O=C(CSc1cccc[n+]1[O-])Nc1ccc(C(F)(F)F)cc1[N+](=O)[O-],16%,1%,11,0%,-3%,11%,15%,31%,19%,-4%,12%
CCCCCCCNC(=O)C1(CC2CC(c3cccc(Br)c3)=NO2)CCN(C(=O)C2CCCC2)CC1 (configuration not stated),x,x,-8,6%,-4%,0%,x,x,-29%,-6%,0%
COc1cccc(CNC(=O)CCC2CCCN(C(=O)c3cccc4c(C)c(C)[nH]c34)C2)c1 (configuration not stated),4%,12%,-10,3%,-1%,-3%,-18%,u,-11%,-4%,4%
N#C/C(=C\c1cccnc1)c1ccc([N+](=O)[O-])cc1,13µM*,1%,-2,-11%,-4%,u,20%,u,-12%,-3%,3%
CCOc1cc(S(=O)(=O)NCCCn2ccnc2)ccc1Cl,-8%,-4%,-15,0%,-3%,3%,-1%,24%[1.91 µM],-30%,1%,3%
O=CN1CCN(C(=O)c2ccc([N+](=O)[O-])cc2)CC1,-10%,-4%,-20,1%,0%,3%,3%,-7%,-8%,-2%,-4%
COc1ccccc1CNCc1ccc(OC)c(OC)c1OC,-5%,-8%,6,2%,-3%,3%,-7%,-36%,8%,-1%,-7%
Cc1ccc(C)c2nc3sc(C(=O)O)cc3cc12,-17%,-5%,-5,24µM*,3%,-1%,u,3%,7%,-6%,-1%
O=C(O)C1C2C=CC(C2)C1C(=O)Nc1cccc(C(=O)N2CCCCC2)c1 (configuration not stated),-6%,-2%,1,4%,0%,2%,x,-7%,14%,-3%,-7%
CCCCS(=O)(=O)Nc1ccc2cn[nH]c2c1,-1%,-2%,9,1%,-8%,-12%,0%,27%,-31%,2%,0%
COc1cccc2cc(C(=O)N3CCCCCCC3)c(=O)oc12,x,10%,1,-19%,8%,x,-13%,x,-35%,-4%,2%
CCSc1nc2c(c(=O)[nH]1)C(c1ccc(C)cc1)C1=C(CCCC1=O)N2 (configuration not stated),-2%,-8%,-2,3%,7%,4%,-17%,40%,12%,-6%,1%
O=C(NNC(=O)c1cccs1)c1ccc(Cl)c([N+](=O)[O-])c1,23%,6%,-5,-9%,-1%,21%,11%,-9%,7%,-3%,0%
COc1cc(OC)cc(-c2c(C#Cc3ccsc3)c3cc(Br)ccc3n2C)c1,x,x,3,-2%,0%,1%,x,x,-38%,-1%,1%

Bioassay records (PubChem)
